# Dyrk1A ADPGlo = blocks rat Dyrk1A kinase activity. AID 504441. ADP-Glo luminescence, NFATc1 peptide. 310,000 tested, 0.43% active. Q63470. inhibition, % at 12.5 µM; in the data active = inhibition above about 50%;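 also: plate controls were vehicle with enzyme for no effect and no enzyme for full effect; many of its hits are not listed in these tables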
# GSK3beta inhib = inhibitors of human GSK3beta kinase; 300,000 tested, 0.038% active; GST-GSK3beta kinase, ADP-Glo luminescence, 60 min; active compounds read low; activity score (negative = inhibition), % at 10 µM;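 active = more than half of replicate wells score below -50%, meaning over 50% inhibition versus plate controls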;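 also: 0% = median DMSO wells and -100% = median GW8510 positive control wells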
#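 Test system – GST-tagged human GSK3beta kinase, cell-free · Incubation – 60 min enzyme reaction, room temperature · Signal – ADP-Glo luminescence · Also added – peptide substrate and ATP at 25 µM · Controls – DMSO neutral wells and GW8510 at 20 µM as positive · Buffer or medium – Tris/MgCl2 kinase buffer · Measure – Luminescence-derived activity versus plate DMSO and GW8510 wells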
# KCNK9 inh = inhibitors of human KCNK9 two-pore domain potassium channel; B-score at 10 µM; 310,000 tested, 1.2% active; HEK293 KCNK9, FluxOR thallium flux fluorescence; active compounds read low; AID 488922;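 active = ratio B-score over 3 SD below the library mean, with starting fluorescence within 5 SD of its mean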;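 also: negative B-score means less thallium flux so channel inhibition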
# hERG rescue = hERG (human) protection from proarrhythmic block | Q12809 | CHO-hERG, FluxOR thallium flux, dofetilide IC70 present | activation (rescue from dofetilide block), less the hit threshold, % at 10 µM | 310,000 tested, 0.51% active;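 active = activation above the mean of controls blocked by dofetilide plus 5 SD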;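 also: thallium influx through hERG after potassium depolarization seen as dye fluorescence rise; in these data hits start at about 4.7%; inactives centre near -7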
# RGS4 inh = inhibitors of human RGS4. P49798. HEK293 M3R/RGS4 inducible, Fluo-4 calcium flux; active compounds read high; triggered by carbachol at its EC20. B-score at 10 µM. 310,000 tested, 0.45% active. AID 463165;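 active = B-score, a plate-corrected calcium signal, over three deviations above library mean, with baseline fluorescence within five deviations of library mean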;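 also: RGS4 expression induced by doxycycline in cells with stable M3 receptor; B-score is computed from the integrated fluorescence ratio over baseline after carbachol; higher B-score means a larger calcium signal and so more RGS4 inhibition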
# GSK3A inh = blocks human GSK-3 alpha kinase; inhibition, % at 10 µM; P49840; AID 2650; ADP-Glo luminescence, 60 min; 320,000 tested, 0.1% active;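 in the data active = inhibition above about 50%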;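 also: GST-tagged GSK-3 alpha with peptide substrate and 25 µM ATP; 0% = DMSO neutral wells and 100% = GW8510 positive control wells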
# KCNK3 block = human KCNK3 channel inhibition, primary screen; 340,000 tested, 0.84% active; B-score at 10 µM; CHO-KCNK3 thallium flux, FluxOR fluorescence; active compounds read low; O14649;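 active = B-score under library mean minus 4 SD, starting fluorescence ratio at most library mean plus 5 SD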;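 also: more negative B-score means stronger inhibition of thallium flux through KCNK3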
# Target sequence (O14649 whole entry, looked up): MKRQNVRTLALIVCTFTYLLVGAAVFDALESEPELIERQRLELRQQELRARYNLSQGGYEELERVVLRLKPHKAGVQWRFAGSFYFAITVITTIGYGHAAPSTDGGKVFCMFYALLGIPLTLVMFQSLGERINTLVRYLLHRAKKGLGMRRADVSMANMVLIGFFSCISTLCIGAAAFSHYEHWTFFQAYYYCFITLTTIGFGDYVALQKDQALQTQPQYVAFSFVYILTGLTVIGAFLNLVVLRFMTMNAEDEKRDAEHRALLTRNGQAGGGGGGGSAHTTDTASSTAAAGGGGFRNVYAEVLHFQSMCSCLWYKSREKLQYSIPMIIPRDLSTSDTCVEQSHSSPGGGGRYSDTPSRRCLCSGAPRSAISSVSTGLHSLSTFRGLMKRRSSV
# PolyA inh = inhibitors of polyadenylation in S. cerevisiae | S. cerevisiae SKY197-pL101 polyadenylation reporter, beta-gal luminescence; efflux-impaired pdr1/pdr3 knockout yeast; score 100 = 6 SD above DMSO | calls only at 12 µM | 300,000 tested, 0.02% active | AID 1875;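 active = lowest replicate activity score at least 50, where 100 means six control SD above control mean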;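 also: yeast exposed to compound for 9 h at 30 °C; higher score means more reporter readthrough which indicates perturbed polyadenylation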
# KCNQ1 inh = blocks the human KCNQ1 potassium channel. AID 2642. B-score at 10 µM. P51787. CHO-K1 KCNQ1, FluxOR thallium flux fluorescence; active compounds read high. 310,000 tested, 1.3% active;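 active = compounds whose thallium flux B-score, printed positive for inhibition, exceeds three library SD while starting fluorescence stays within three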;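 also: channel opened by potassium depolarization with thallium stimulus after 20 min compound exposure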
# Target sequence (P51787 whole entry, looked up): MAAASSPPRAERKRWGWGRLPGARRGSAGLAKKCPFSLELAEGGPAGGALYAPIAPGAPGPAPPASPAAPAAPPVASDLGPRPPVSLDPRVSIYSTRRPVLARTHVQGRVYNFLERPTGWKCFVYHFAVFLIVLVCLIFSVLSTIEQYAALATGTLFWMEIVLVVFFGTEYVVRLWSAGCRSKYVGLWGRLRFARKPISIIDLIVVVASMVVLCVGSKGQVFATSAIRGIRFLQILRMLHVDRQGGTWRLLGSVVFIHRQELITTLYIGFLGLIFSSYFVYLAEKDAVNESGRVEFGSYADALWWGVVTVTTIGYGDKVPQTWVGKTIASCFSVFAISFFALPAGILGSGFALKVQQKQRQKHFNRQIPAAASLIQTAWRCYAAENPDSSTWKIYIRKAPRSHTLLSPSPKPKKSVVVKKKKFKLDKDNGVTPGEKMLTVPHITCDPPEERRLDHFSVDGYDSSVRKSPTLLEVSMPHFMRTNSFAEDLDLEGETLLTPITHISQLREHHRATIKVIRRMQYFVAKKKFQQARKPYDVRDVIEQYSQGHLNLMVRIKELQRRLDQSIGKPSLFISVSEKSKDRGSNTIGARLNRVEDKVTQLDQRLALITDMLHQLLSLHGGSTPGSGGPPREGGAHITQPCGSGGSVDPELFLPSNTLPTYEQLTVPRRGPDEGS
# KCNQ1 act = potentiates or activates the human KCNQ1 potassium channel; B-score at 10 µM; CHO-K1 KCNQ1, thallium flux FluxOR fluorescence; active compounds read high; 310,000 tested, 0.35% active; P51787;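 active = fluorescence ratio B-score, a plate-corrected score, at least three library SD, with initial intensity B-score within 5 SD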
#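 Assay system: CHO-K1 cells stably expressing KCNQ1; Medium: assay buffer with matched DMSO; Also added: K+/Tl+ depolarizing stimulus; Dosing: single dose; Timing: dye 90 min, compound 20 min, room temperature; Measured by: kinetic FluxOR thallium fluorescence, 10-s 1-Hz baseline, 110-s post-stimulus read; Read-out: peak-minus-minimum fluorescence over initial fluorescence, negative-control normalized, B-scored.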
# RGS4 pot = RGS4 potentiation or activation. HEK293 M3R/inducible RGS4, carbachol calcium flux Fluo4; active compounds read low. B-score at 10 µM. 310,000 tested, 0.92% active;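 active = B-score of the integrated calcium signal more than 4 SD below the library mean, with starting fluorescence not abnormally high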;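 also: negative B-score means reduced calcium response which marks RGS4 activation or potentiation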
#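 Test system: HEK293 cells with stable M3R and inducible RGS4; also added: carbachol at ECmax as muscarinic agonist stimulus; schedule: dye loading 30 min 37 °C, buffer rest 30 min RT; technique: kinetic calcium fluorescence imaging with Fluo4-AM dye, 2 µM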
# * marks the source's active call; other numbers are inactive results; i = inactive; nt = no result given.
SMILES,Dyrk1A ADPGlo,GSK3beta inhib,KCNK9 inh,hERG rescue,RGS4 inh,GSK3A inh,KCNK3 block,PolyA inh,KCNQ1 inh,KCNQ1 act,RGS4 pot
Cc1cc(C)nc(Sc2c(C)nn(-c3ccccc3)c2C)n1,-1,-2,i,-10,i,1,i,i,i,i,i
Cc1ccc(C(=O)c2oc3nc(C)cc(C)c3c2N)cc1,-5,0,i,-4,i,-1,i,i,i,i,i
COc1ccc(NC(=O)C2COc3ccccc3O2)cc1 (configuration not stated),-6,0,i,-3,i,-1,i,i,i,i,i
Cc1ccnc(NC(=O)c2cccs2)c1,-5,-1,i,-4,i,2,i,i,i,i,i
CS(=O)(=O)N(CC(=O)NCCSC1CCCCC1)c1ccccc1,2,1,i,-2,i,7,i,i,i,i,i
Cn1c(SCC(=O)NC2(C#N)CCCCC2)nnc1-c1cccnc1,nt,-1,i,-12,i,-3,i,i,i,i,i
CCCCC1CCC(c2ccc(C(N)=O)cc2)CC1 (configuration not stated),1,-1,i,0,i,0,i,i,i,i,i
Cc1ccc(CNC(=O)c2ccc(NS(=O)(=O)c3c(C)noc3C)cc2)cc1,-2,1,i,1,i,-3,i,i,i,i,i
CCN1CCN(CCNC(=O)c2cn(C(C)c3ccccc3F)nn2)CC1 (configuration not stated),-7,0,i,-4,i,4,i,i,i,i,i
CC(=O)C1C(=O)c2c(cccc2[N+](=O)[O-])C1=Nc1ccccc1C (configuration not stated),nt,0,i,2,i,-1,nt,i,i,i,i
O=C(CCNc1n[nH]c(=O)[nH]c1=O)N/N=C\c1ccc(Br)cc1,3,3,i,-9,i,1,i,i,i,i,i
CCCC(=O)Nc1cc2c3c(c1)C(C)C(=O)N3CCC2 (configuration not stated),-3,0,i,-7,i,-1,i,i,i,i,i
CN(C)S(=O)(=O)N1CCc2ccccc21,5,3,i,-9,i,0,i,i,i,i,i
COc1ccc(NC(=O)NN2CCN(C)CC2)c(OC)c1,-3,2,i,-9,i,5,i,i,i,i,i
CCOC(=O)C1CN(S(=O)(=O)c2ccc(C)cc2)c2cc(S(=O)(=O)CC)ccc2O1 (configuration not stated),0,2,i,-4,i,-5,i,i,i,i,i
Brc1ccc(-c2nnc3n2C2(CCCC2)Cc2ccccc2-3)o1,-3,1,i,-14,i,-6,i,i,i,i,i
CC(=O)c1c(C)[nH]c(C(=O)CN2C(=O)NC(C)(c3ccc4c(c3)OCCO4)C2=O)c1C (configuration not stated),-3,-7,i,-21,i,nt,i,i,i,i,i
Cc1ccc(S(=O)(=O)N2CCCC2C(=O)NCc2ccc3c(c2)OCO3)cc1 (configuration not stated),6,2,i,9.9*,i,-2,i,i,i,i,i
Cc1ccccc1-n1nc2c(c1NC(=O)COc1ccc(Cl)cc1)CS(=O)C2 (configuration not stated),0,0,i,-5,i,0,i,i,i,i,i
O=C(Nc1c2c(nn1-c1ccccc1)CS(=O)(=O)C2)c1cccs1,-1,1,i,-5,i,0,i,i,i,i,i
CCOC(=O)C1CCN(Cc2cccc(OCc3ccccc3)c2)CC1,-1,1,i,-4,i,-3,i,i,i,i,i
CC(=O)c1ccc(N2CCN(C(=S)Nc3cccc(Cl)c3)CC2)cc1,2,2,i,1,i,0,i,i,i,i,i
Cc1ccc(S(=O)(=O)NCc2ccc(C(=O)NCCc3ccc(S(N)(=O)=O)cc3)cc2)cc1,3,1,i,-4,i,1,i,i,i,i,i
O=C(Cc1cccs1)NCc1ccccc1Br,1,-1,i,-12,i,2,i,i,i,i,i
Cc1cccc(NC(=O)Cn2cc(C(=O)C3CC3)c3ccccc32)c1C,3,1,i,-6,i,6,i,i,i,i,i
O=C(CN1CCC(C(=O)c2ccc3c(c2)OCCO3)CC1)Nc1ccccc1C(F)(F)F,0,5,i,-7,i,-1,i,i,i,i,i
COc1cccc(C2C3=C(CC(C)(C)CC3=O)OC(N)=C2[N+](=O)[O-])c1 (configuration not stated),-5,3,i,-12,i,-2,i,i,i,i,i
Cn1ncc(Cl)c1C(=O)N1CCN(C23CC4CC(CC(C4)C2)C3)CC1,0,2,i,-12,i,-2,i,i,i,i,i
CCOC(=O)C1=C(COC(=O)/C=C/c2cccc([N+](=O)[O-])c2)NC(=O)NC1C (configuration not stated),5,3,i,-9,i,0,i,i,i,i,i
CCOc1ccc(NC(=O)CSc2nc(NS(=O)(=O)c3ccc(C)cc3)cc(=O)[nH]2)cc1,-6,2,i,-4,i,nt,i,i,i,i,i
O=C(Nc1ccc(CN2CCOCC2)cc1)c1cc2ccccc2o1,8,0,i,-1,i,1,i,i,i,i,i
COc1ccc2oc(C(=O)N3CCc4ccccc43)c(C)c2c1,-3,0,i,-3,i,1,i,i,i,i,i
CC(=O)Oc1ccc2oc(=O)c3c(c2c1)CCCN3C(=O)CN1CCOCC1,8,0,i,-16,i,1,i,i,i,i,i
O=C(Nc1ccc(Nc2ccccc2)cc1)c1ccc(Cl)cc1,1,-2,i,-2,i,-2,i,i,i,i,i
COc1ccc(Nc2oc(COc3ccc(Cl)cc3)nc2C#N)cc1,7,0,i,-5,i,-1,i,i,i,i,i
CC(Sc1nnc(Cc2cccs2)n1C1CCCCC1)C(=O)N1CCc2ccccc21 (configuration not stated),-1,3,i,-10,i,-7,i,i,i,i,i
O=C(Nc1ccccc1)c1cccc(S(=O)(=O)N2CCCCC2)c1,0,1,i,-9,i,0,i,i,i,i,i
O=[N+]([O-])c1cccnc1Oc1ccc(C2SCCS2)cc1,nt,1,i,1,i,0,i,i,i,i,i
Cc1cc(Sc2nccn2C)ncc1[N+](=O)[O-],5,0,i,-10,i,-3,i,i,i,i,i
CSC(=NCc1cccnc1)NS(=O)(=O)c1cccs1,7,-2,i,-11,i,-1,i,i,i,i,i
COc1cc(C(=S)N2CCOCC2)cc(OC)c1OC(=O)c1cc([N+](=O)[O-])c(C)c([N+](=O)[O-])c1,-9,-1,i,-9,i,-1,i,i,i,i,i
COc1ccc(OCc2nnc(SCC(=O)Nc3ccccc3Cl)o2)cc1,-5,1,i,-4,i,1,i,i,i,i,i
O=C1CC(Sc2ncn[nH]2)C(=O)N1c1ccccc1 (configuration not stated),-8,5,i,-10,i,-4,i,i,i,i,i
COc1cc(CNCCCN2CCOCC2)cc(Br)c1OCC(=O)N1CCCCC1,3,-1,i,-11,i,-3,i,i,i,i,i
CC(C)(C)NC(=O)CN1CCN(C(=O)CCl)CC1,1,-2,i,-2,i,-1,i,nt,i,i,i
CN(CCNC(=O)c1ccc(N2CCCC2=O)cc1)CCc1ccccc1,0,2,i,-9,i,3,i,i,i,i,i
CCN1CCN(S(=O)(=O)c2ccc(OC)c(NC(=O)c3ccccc3F)c2)CC1,14,5,i,-7,i,-1,i,i,i,i,i
CC(C)(C)NC(=O)C(=O)NN=C1CCCCCC1,-18,4,i,1,i,-2,i,i,i,i,i
CCS(=O)(=O)c1nc(S(=O)(=O)c2ccc(Cl)cc2)c(N2CCCC2)s1,-3,3,i,-3,i,-2,i,i,i,i,i
CCN(CC(=O)Nc1cc(C)c(Cl)cc1OC)CC(=O)NC1CCS(=O)(=O)C1 (configuration not stated),-7,3,i,-11,i,-8,i,i,i,i,i
CCC(C)(C)C(=O)Nc1ncc(S(=O)(=O)c2ccc([N+](=O)[O-])cc2)s1,6,-2,i,-3,i,0,i,i,i,i,i
CCCCCc1c(O)nc(SCCN(C)C)[nH]c1=O,5,1,i,-11,i,-4,i,i,i,i,i
COc1ccc(C)cc1NC(=O)CSc1nnc(-c2cc3cccc(OC)c3o2)n1N,3,0,i,-4,i,0,i,i,i,i,i
O=C(CSc1nc2[nH]ncc2c(=O)[nH]1)Nc1cccc([N+](=O)[O-])c1,-5,-8,i,-15,i,1,i,i,i,i,i
Cc1cccc(NC(=O)COc2cccc3c2CCN(C)C3=O)c1,0,1,i,-4,i,11,i,i,i,i,i
O=C(Cc1ccc(Cl)cc1Cl)OCC(=O)c1ccc[nH]1,4,0,i,-9,i,nt,i,i,i,i,i
O=C1CN(C(=O)COC(=O)c2cc(S(=O)(=O)N3CCOCC3)ccc2Cl)c2ccccc2N1,6,-4,i,-13,i,-1,i,i,i,i,i
CN(C(=O)c1ccccc1Cl)c1ccccc1,-7,1,i,-7,i,-1,i,i,i,i,i
Cc1ccc(S(=O)(=O)N(C)CC(=O)O/N=C(\N)c2ccc([N+](=O)[O-])cc2)cc1,4,1,i,-17,i,2,i,i,i,i,i
CCOc1ccc(S(=O)(=O)NCc2cccnc2)cc1C,-4,1,i,-8,i,-1,i,i,i,i,i

# The last two records of the part before are carried over, then new ones follow:
SMILES,Dyrk1A ADPGlo,GSK3beta inhib,KCNK9 inh,hERG rescue,RGS4 inh,GSK3A inh,KCNK3 block,PolyA inh,KCNQ1 inh,KCNQ1 act,RGS4 pot
Cc1ccc(S(=O)(=O)N(C)CC(=O)O/N=C(\N)c2ccc([N+](=O)[O-])cc2)cc1,4,1,i,-17,i,2,i,i,i,i,i
CCOc1ccc(S(=O)(=O)NCc2cccnc2)cc1C,-4,1,i,-8,i,-1,i,i,i,i,i
NC(=O)CC(NC(=O)Cc1ccc(Br)cc1)c1ccc(NC2CCCCCC2)c([N+](=O)[O-])c1 (configuration not stated),3,-1,i,-4,i,2,i,i,i,i,i
Cc1cc(C)nc(N2CCN(C(=O)c3ccc(S(=O)(=O)N4CCCCCC4)cc3)CC2)n1,6,-2,i,-6,i,-1,i,i,i,i,i
CCCCN(CC)CCCNC(=O)c1cn(C)c2ccc(S(=O)(=O)N(C)C3CCCCC3)cc2c1=O,2,-3,i,-7,i,-3,i,i,i,i,i
CCCCNC(=O)CCN1N=C(c2ccccc2)CCC1=O,14,-2,i,-6,i,0,i,i,i,i,i
CCc1ccc(-c2nc3ccc(Br)cc3c(C(=O)O)c2C)s1,0,5,i,-9,i,-6,i,i,i,i,i
O=c1cc(-c2ccccc2)[nH]c2ccc(F)cc12,9,3,i,-3,i,1,i,i,i,i,i
COc1ccc(S(=O)(=O)c2ccc(OC)c(OC)c2)cc1OC,-3,4,i,-6,i,-1,i,i,i,i,i

# These rows are one share of the data; count on the stated rates, not on these rows.
